Source: PubChem BioAssay
FBPA coupling cs = coupling enzyme interference in Giardia aldolase counter-screen. activity change, negative = inhibition, % at 58.2 µM, hits read low. coupling enzyme system counterscreen, AmpLite Red fluorescence. 290,000 tested, 0.67% active; in the data active means activity change below about -30%; further: on the % scale 0 is the no-effect control and ±100 the full control effect
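Counterscreen lacking aldolase: glyceraldehyde-3-phosphate coupling-enzyme reagent preincubated 10 min at RT with compound (at 57.5 uM final), then substrate/coupling system with AmpLite Red added; fluorescence read at 525/598 nm after 20 min RT.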
A-T KAP1 phos = candidate therapy for ataxia-telangiectasia. […] A-T fibroblasts, KAP-1 phosphorylation AlphaLISA; neocarzinostatin DNA damage 30 min before lysis. Potency, µM (top dose mostly 57.5 µM), for the others: at the highest dose activation, hits mostly activators. 320,000 tested, 0.19% active. AID 485349; further: potency means the concentration at half of the fitted maximal effect; % of control where 0% means no effect; nearly all actives have a fitted effect of over 45% in size
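ATM-like activity read as KAP-1 phosphorylation via AlphaLISA donor/acceptor antibody pairs after lysis and 6 hr at 25C. Cells were ATM-null patient fibroblasts ([…], hTERT), dosed 60 min, then exposed to the DSB inducer NCS for 30 min.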
Giardia kill = Giardia lamblia killing; activity change, % at 7.66 µM, hits read low; Giardia lamblia trophozoite viability; AID 540267; 340,000 tested, 0.15% active; in the data active means activity change below about -80%; inconclusive means between about -30% and that limit;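 further: parasites exposed to compound for two days anaerobically before the ATP read; on the % scale 0 is the no-effect control and ±100 the full control effect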
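Trophozoites 100 cells/well + cpd; 48 hrs, 37 deg C, anaerobic. ATPLite 1-Step added, 15-30 min RT, luminescence read (ATP-based viability).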
TSHR antag = human thyrotropin receptor antagonism | P16473 | TSHR-expressing cells, TSH-stimulated cAMP HTRF, 2 h; active compounds read low | activity change, negative = inhibition, % at 11.5 µM | 330,000 tested, 0.2% active | AID 504810;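 active means activity change below a set negative limit, meaning inhibition stronger than a set level, cut at about -70% in these data; inconclusive means activity change between two set negative limits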; further: on the % scale 0 is the no-effect control and ±100 the full control effect
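Antagonism was scored as loss of TSH-driven cAMP in TSHR cells, stimulated with 4nM TSH (EC80) for 2 hours at 37 deg C and detected by homogeneous HTRF competition immunoassay.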
hERG WT inh = blocks the wildtype human KCNH2 potassium channel. Q12809. U2OS, BacMam KCNH2, thallium flux FluxOr; active compounds read low. activity change, % at 1.84 µM. 340,000 tested, 0.37% active;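 active means maximum activity change below -70%; inconclusive means maximum activity change between -70% and -50%; inactive means maximum activity change above -50%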; further: on the % scale 0 is the no-effect control and ±100 the full control effect
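U2OS cells were transduced with wild-type KCNH2 virus (2.03 x 10^8 / mL) for 4 h at room temperature, then cultured overnight at 37 C. Thallium flux was read with FluxOr dye. Rate constants were normalized to DMSO controls.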
MLL CXXC-DNA inh = blocks binding of human MLL CXXC domain to DNA; Q03164; MLL-CXXC / FITC-HOXA9 DNA fluorescence polarization; Potency, µM (doses to about 115 µM), for inactives: top-dose activity change, negative = inhibition, hits mostly inhibitors; 290,000 tested, 0.037% active; active means well fitted inhibition curve with a large enough effect in the polarisation, with a control signal flat, not every such curve was filed as active; inconclusive means small, poorly fitted or top-dose-only effect, or effect the other way, or a change in a side signal; inactive means no such curve, though single readings can be large or run the other way; the % refers to the polarisation; further: potency means the concentration at half of the fitted maximal effect
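Fluorescence polarization: 7 uM MLL-CXXC (stock) preincubated 5 min with compounds, then 50 nM fluorescein-HOX-A9 DNA (stock) added; 30 min ambient. Buffer 50 mM Tris-HCl pH 7.5, 50 mM NaCl, 1 mM DTT, 0.05% BSA.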
GALK inh = blocks human galactokinase activity | Potency, µM (series often up to 57.5 µM), for the others: at the top dose activity change, negative = inhibition, actives largely listed as inhibitors | 270,000 tested, 0.007% active | AID 1868 | Purified GALK, Kinase-Glo residual ATP luminescence | P51570; further: potency means the concentration at half of the fitted maximal effect; on the % scale 0 is the no-effect control and ±100 the full control effect
Target sequence (P51570 whole entry, looked up): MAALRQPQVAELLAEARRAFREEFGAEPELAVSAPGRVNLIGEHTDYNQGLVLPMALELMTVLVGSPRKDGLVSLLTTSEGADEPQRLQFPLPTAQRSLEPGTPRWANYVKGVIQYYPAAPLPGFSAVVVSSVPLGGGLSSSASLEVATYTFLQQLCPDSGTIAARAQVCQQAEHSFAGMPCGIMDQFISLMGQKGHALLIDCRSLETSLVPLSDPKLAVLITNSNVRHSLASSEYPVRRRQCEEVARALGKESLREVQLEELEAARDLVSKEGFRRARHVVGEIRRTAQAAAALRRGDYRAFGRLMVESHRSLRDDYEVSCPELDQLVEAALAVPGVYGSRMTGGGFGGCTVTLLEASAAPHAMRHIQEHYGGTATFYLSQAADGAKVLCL
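Galactose (100 uM) and ATP (35 uM) were turned over by 5 nM GALK for 1 h at RT. Kinase-Glo Plus then converted the remaining ATP into a luminescent signal.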
Chronic BCR inh = inhibitors of chronic active B-cell receptor signaling | ABC-DLBCL IkBa-CBG/CBR reporter, luminescence ratio, 4 h | Potency, µM (highest dose often 46.1 µM), inactives show at the top dose ratio change, negative = lower green/red ratio, hits mostly inhibitors | 340,000 tested, 0.05% active | AID 493014; active means well fitted inhibition curve with a large enough effect in the signal ratio, with a control signal flat, not every such curve was filed as active; inconclusive means small, poorly fitted or top-dose-only effect, or effect the other way, or a change in a side signal; the % refers to the signal ratio;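 further: potency means the concentration at half of the fitted maximal effect; plate controls were basal doxycycline-induced cells for no effect and cells given 10 µM MG132 for full effect; MG132 reads +100%, hits lower the ratio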
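TMD8 ABC-DLBCL cells carrying doxycycline-inducible green luciferase fused to IkappaBalpha plus unfused red luciferase were exposed to compounds (up to 46 uM) for 4 hrs at 37C. Activity came from the overlap-corrected green/red luminescence ratio.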
Tb PFK block = T. brucei PFK enzyme inhibition; T. brucei PFK, ADP-Glo luminescence; 330,000 tested, 0.17% active; O15648; Potency, µM (titrated, usually from 57.5 µM), for inactives: at the top dose activity, negative = inhibition, hits mostly inhibitors; AID 485367;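 further: potency means the concentration at half of the fitted maximal effect; 0% = uninhibited 1x PFK enzyme wells and -100% = no-enzyme wells; nearly all actives have a fitted effect of over 60% in size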
Target sequence (O15648 whole entry, looked up): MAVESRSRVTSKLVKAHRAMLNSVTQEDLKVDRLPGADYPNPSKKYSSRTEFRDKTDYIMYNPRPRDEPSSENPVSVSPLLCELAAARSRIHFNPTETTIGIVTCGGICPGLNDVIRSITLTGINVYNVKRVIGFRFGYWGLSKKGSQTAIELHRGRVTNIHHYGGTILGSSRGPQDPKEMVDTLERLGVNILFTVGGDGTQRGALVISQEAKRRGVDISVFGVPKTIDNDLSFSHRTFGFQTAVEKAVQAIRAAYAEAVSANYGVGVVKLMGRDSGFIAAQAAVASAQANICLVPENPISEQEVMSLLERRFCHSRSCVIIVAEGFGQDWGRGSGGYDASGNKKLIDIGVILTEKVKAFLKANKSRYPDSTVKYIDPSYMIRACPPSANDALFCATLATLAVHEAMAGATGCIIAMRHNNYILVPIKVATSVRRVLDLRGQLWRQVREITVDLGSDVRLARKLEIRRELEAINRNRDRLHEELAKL
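Compounds were pin-transferred as a titration series up to 57 uM into substrate buffer (0.5 mM F6P, 0.1 mM ATP, pH 8.0), then 1.25 nM PFK was added and reactions ran 45 min before ADP-Glo detection.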
TCR activator = activates T cell receptor signaling | primary human leukocytes, anti-CD3, IL-2 HTRF, 48 h | Potency, µM (titrated, usually from 9.22 µM), without a hit: top-dose activation of IL-2 secretion, actives largely listed as activators | 330,000 tested, under 10 active | AID 504894; further: % of control where 0% means no effect
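Readout: HTRF IL-2, Eu-cryptate/d2 antibody pair, 320nm excitation, 665nm emission. Stimulus: a-CD3 beads, no co-stimulation. Cells: primary human leukocytes. Exposure: 48 hr with compound.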
* hit, by the source's call; ? = inconclusive; nt = no result given; [ ] = remark or other dose. Unless noted, the call rests on the fitted dose curve; in most records, active means well fitted curve in the direction sought with a large enough effect; inconclusive means small, poorly fitted or top-dose-only effect, or another doubt; inactive means no such curve, though single readings can be large; an effect the other way counts as inactive or inconclusive.

Every second line gives: FBPA coupling cs | A-T KAP1 phos | Giardia kill | TSHR antag | hERG WT inh | MLL CXXC-DNA inh | GALK inh | Chronic BCR inh | Tb PFK block | TCR activator
1: CCCCc1c(C)nc2c(OC)cccc2c1SCC(=O)O
  6 | 1% | -25 | -4 | -14 | -7% | 4% | 8% | -12% | 3%
2: Cc1ccc(C)c(C(=O)CSc2n[nH]c(C)n2)c1
  0 | 10% | 16 | 6 | -3 | 5% | 3% | -8% | -13% | 1%
3: CCCCc1cc(=O)oc2c(CN3CCCC3)c(O)ccc12
  -1 | 3% | -5 | 8 | -7 | -2% | 5% | -2% | 4% | 0%
4: O=C(Nc1nnc(C(F)(F)F)s1)c1c(F)cccc1F
  -10 | 1% | 5 | -10 | 7 | 4% | 8% | ? | -4% | 3%
5: COc1ccc(C(=O)Nc2ccccc2)cc1NC(=O)c1ccc([N+](=O)[O-])cc1
  0 | -6% | -2 | 3 | -35 | 1% | nt | ? | 2% | 3%
6: OC(COc1ccc2ccccc2c1)CN1CCN(c2ccc(F)cc2)CC1 (configuration not stated)
  0 | -8% | -11 | -3 | -6 | 1% | -2% | 1% | 0% | 2%
7: CC(C)CCNc1nc2c(cc1C#N)COC(C)(C)C2
  -3 | ? | -5 | 1 | -9 | -4% | -3% | 3% | 0% | 2%
8: NC(=O)c1ccc(Oc2ccc(C(N)=O)cc2)cc1
  -3 | 2% | 50[activator] | 3 | 4 | ? | nt | -3% | 2% | 1%
9: CCc1cc(CC)c(/C=N/NC(N)=O)c(CC)c1
  0 | 1% | -16 | 15 | -2 | 4% | -2% | 12% | -1% | 1%
10: COc1cccc(CC2(CO)CCCN(Cc3cc4ccccc4[nH]3)C2)c1 (configuration not stated)
  -1 | 6% | 22 | -11 | 20 | 1% | -1% | ? | 0% | 7%
11: Cn1cccc1Cc1nnc(SCC(=O)NCc2ccccc2)n1-c1ccc(F)cc1
  1 | 7% | 4 | 4 | 7 | -2% | 2% | ? | 0% | -6%
12: COc1ccc2[nH]cc(CCNC(=O)c3ccccc3Cl)c2c1
  3 | 10% | -7 | 1 | 2 | 5% | nt | -1% | -8% | -4%
13: O=C1NC(=O)C2C1C(c1ccc([N+](=O)[O-])cc1)=NN2Cc1ccccc1 (configuration not stated)
  2 | 1% | -1 | -11 | -2 | ? | -1% | -1% | -13% | 0%
14: O=C(Nc1cccc2ccccc12)N1CCN(Cc2ccccc2)CC1
  -1 | 2% | 3 | -5 | 9 | 5% | 6% | -7% | 4% | 0%
15: Cc1cccc(C)c1NC(=O)CSc1nnc(-c2ccncc2)n1Cc1ccco1
  9 | 0% | -5 | 4 | 0 | 5% | 3% | 1% | -3% | -3%
16: O=C(NCc1ccc(F)cc1)C1CCCN(C(=O)Nc2ccc(F)cc2)C1 (configuration not stated)
  1 | 2% | 23 | 8 | 5 | 6% | 11% | -6% | 1% | -4%
17: COc1ccc2c(COC(=O)CNC(=O)C34CC5CC(CC(C5)C3)C4)cc(=O)oc2c1
  3 | -7% | 8 | 15 | -8 | 1% | -3% | 6% | 0% | -1%[46.1 µM]
18: CCCOc1ccc(C(O)(CCC)CCN2CCCCC2)cc1 (configuration not stated)
  3 | 3% | -3 | 4 | 26 | 8% | -1% | 1% | 0% | 4%[46.1 µM]
19: O=C(COc1cccc(Cl)c1Cl)Nc1ccc2c(c1)CCC2
  1 | -9% | -1 | 23 | -4 | 1% | -3% | 4% | 3% | -3%[46.1 µM]
20: Cc1ccc(OCCCC(=O)Nc2ccc(Cl)c(S(=O)(=O)N3CCOCC3)c2)cc1
  nt | -6% | -3 | -38 | 3 | nt | nt | ? | 29% | -1%

Single records, from the list above. Order of screens: FBPA coupling cs | A-T KAP1 phos | Giardia kill | TSHR antag | hERG WT inh | MLL CXXC-DNA inh | GALK inh | Chronic BCR inh | Tb PFK block | TCR activator
CCCOc1ccc(C(O)(CCC)CCN2CCCCC2)cc1 (configuration not stated) across the screens: 3 | 3% | -3 | 4 | 26 | 8% | -1% | 1% | 0% | 4%[46.1 µM]
COc1ccc(C(=O)Nc2ccccc2)cc1NC(=O)c1ccc([N+](=O)[O-])cc1 across the screens: 0 | -6% | -2 | 3 | -35 | 1% | nt | ? | 2% | 3%

Further compounds:
Every second line gives: FBPA coupling cs | A-T KAP1 phos | Giardia kill | TSHR antag | hERG WT inh | MLL CXXC-DNA inh | GALK inh | Chronic BCR inh | Tb PFK block | TCR activator
21: O=S1(=O)CCC(NS(=O)(=O)/C=C/c2ccccc2)C1 (configuration not stated)
  0 | 6% | 1 | -4 | 12 | 10% | 2% | 4% | -1% | nt
22: COc1ccc(OC)c(NC(=O)Nc2ccccc2C)c1
  -3 | -3% | -9 | -1 | 4 | 2% | -2% | ? | 1% | -2%
23: Cc1ccccc1CC(=O)Nc1ccc(C(=O)N2CCCC2)cc1
  2 | -12% | -1 | -24 | 4 | -6% | -1% | -5% | -1% | 1%
24: CCOC(=O)Cc1csc(NC(=O)CCNS(=O)(=O)c2ccc3c(c2)CCC(=O)N3)n1
  -1 | -6% | 2 | 13 | 1 | -13% | 0% | 2% | 0% | nt
25: COc1cc(NC(=O)CN(C)Cc2cccc(F)c2)c(C)cc1[N+](=O)[O-]
  1 | 1% | -7 | 4 | 10 | -3% | 4% | -3% | -1% | -5%
26: CCOc1cc(NC(=O)c2ccco2)c(OCC)cc1NC(=O)CCc1ccccc1OC
  -3 | -11% | 11 | 0 | -4 | 1% | 0% | 7% | -2% | 0%
27: COC(=O)C1=C(C)NC(C)=C(C(=O)OC)C1C(=O)OCC(=O)N1CCCCC1C (configuration not stated)
  nt | -7% | 5 | nt | -2 | nt | nt | 0% | 10% | -5%
28: Cc1ccc(N(CCC#N)C(=O)CCl)cc1C
  0 | -7% | 0 | 6 | -2 | 13% | -2% | ? | 5% | -6%[46.1 µM]
29: CCCN(CCC)c1nc2ccccc2nc1C(C#N)C(=O)OCCOC (configuration not stated)
  -4 | nt | -2 | nt | 7 | 0% | 4% | nt | nt | 2%
30: Cc1cccc(C(=O)OCC(=O)NC2CCCCCCC2)c1
  nt | 5% | -7 | -21 | 0 | nt | nt | -1% | 10% | 5%
31: CNc1snc(C)c1C(=O)OC(C)C(=O)NCc1ccccc1 (configuration not stated)
  nt | 2% | 9 | -1 | 0 | nt | nt | -1% | -5% | -17%
32: COC(=O)[C@H](CC(C)C)NC(=O)NCc1ccc(Cl)cc1
  3 | 0% | 13 | 4 | 3 | -2% | 3% | -7% | -10% | -4%
33: Cc1ccc(-n2ncc3c(NCCCOC(C)C)ncnc32)c(C)c1
  1 | 6% | -1 | -15 | -1 | -2% | 0% | ? | 5% | 0%
34: O=C1CCC(C(=O)N(CCO)Cc2ccccc2)CN1CC1CCCCC1 (configuration not stated)
  1 | -3% | -25 | -5 | 1 | -4% | -3% | -1% | -2% | 0%
35: CC1=NN(c2ccccc2)C(=O)/C1=C/c1cc2cc(C)ccc2nc1N1CCCCC1
  -15 | -2% | nt | 33 | nt | -24% | 3% | 27% | 0% | nt
36: C=CCn1c(SCC(=O)N(C)c2c(N)n(Cc3ccccc3)c(=O)[nH]c2=O)nnc1-c1ccccc1OC
  0 | -1% | -9 | -10 | 9 | -3% | 0% | -2% | 2% | 7%
37: COc1ccccc1CC(=O)N1CCN(c2ccccc2)CC1
  -1 | -3% | -6 | 6 | -4 | 18% | nt | -5% | -1% | -1%
38: COc1ccc(C2(NC(C)=O)CCN(C(=O)c3cccs3)CC2)cc1
  -1 | 2% | 5 | -1 | 6 | 11% | -2% | 0% | 0% | 0%[46.1 µM]
39: CCC(=O)c1c[nH]c(C(=O)NCCCN2CCOCC2)c1
  1 | 11% | -14 | -3 | 6 | 0% | 0% | 0% | -5% | 1%
40: Cc1cc(C)c2cc3c(N)c(C(=O)N4CCc5ccccc5C4)sc3nc2c1
  -1 | 3% | 6 | -2 | -20 | -28% | -1% | 2% | -7% | -1%
41: CCOc1cccc(NC(=O)C2CC(=O)N(c3ccc(F)cc3)C2)c1 (configuration not stated)
  -3 | 2% | 1 | -9 | 4 | 0% | -2% | 0% | -2% | 1%
42: COc1ccc(NC(=O)c2noc3c2CCCCC3)cc1
  1 | 1% | -10 | -22 | -3 | 0% | 0% | ? | -7% | -6%
43: Cc1cc(C)cc(NC(=O)COc2coc(CN3CCc4ccccc4C3)cc2=O)c1
  nt | 11% | 3 | -19 | -14 | nt | nt | -5% | 1% | -6%
44: NCCCNC(=O)c1ccc(/C=N/O)nc1
  2 | -2%[11.5 µM] | 3 | 4 | -1 | 0% | 2% | -3% | 2% | 7%
45: COc1ccc(Cc2nc3ccc(C(=O)NCC4CCOCC4)cc3o2)cc1OC
  nt | 0% | 5 | -1 | -2 | 1% | -3% | 0% | 3% | 1%
46: C=C(C)c1cccc(C(C)(C)NC(=O)N2CCOCC2)c1
  3 | 3% | -2 | 1 | 8 | -1% | 2% | -1% | -4% | 0%
47: O=C(COC(=O)c1cnccn1)NCCc1ccc(Cl)cc1
  nt | 1% | 20 | 5 | 2 | nt | nt | -4% | -4% | 2%
